ADAM10 inh: human ADAM10 inhibitors, primary screen, biochemical, QFRET, HTS; recombinant ADAM10, EDANS/DABCYL FRET peptide cleavage, 3 h; inhibition, % at 7 µM; 370,000 compounds, 0.62% hits;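 active = inhibition above a per-campaign cutoff equal to the mean of compounds falling between control-based bounds plus 3 SD, cut at about 20% in these data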;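 note: 0% = DMSO wells while the 100% control is not disclosed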
PLC-gamma1 inh: PLC-gamma1 enzyme inhibitors, primary screen, biochemical, fluorescence, purified enzyme | inhibition, % at 12.2 µM | AID 720700, 2013 | 1-phosphatidylinositol 4,5-bisphosphate phosphodiesterase gamma-1 (Homo sapiens), P19174 | 370,000 compounds, 0.84% hits | fluorogenic substrate; in the data active = inhibition above about 9.5%
TDP2 absorb: human TDP2 enzyme inhibitors, primary screen, biochemical, epi absorbance, recombinant enzyme; inhibition, % at 12.8 µM; T5PNP hydrolysis, p-nitrophenol absorbance 415 nm; 370,000 compounds, 0.34% hits;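 active = inhibition above the mean of all tested compounds plus 3 SD, set per campaign, cut at about 25% in these data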;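 note: 0% = DMSO with enzyme and 100% = buffer with substrate but no TDP2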
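Read-out basis: percent inhibition. System: recombinant human TDP2. Buffer or medium: Mg2+-containing Tris-HCl buffer, pH 7.5. Repeats: single replicate. Timing: reaction 2 h, 37 °C. Benchmarks: high control without enzyme, low control DMSO plus TDP2. Probe or stimulus: 5 mM T5PNP. Doses: 12.8 µM only. Measured by: epi absorbance of p-nitrophenol freed from T5PNP by hydrolysis.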
ARFGAP1 inhibitor: inhibitors of rat ARFGAP1 GAP activity, primary screen, biochemical, fluorescence polarization, GDP tracer; ADP-ribosylation factor GTPase-activating protein 1 (Rattus norvegicus), Q62848; Arfgap1-stimulated ARF1 GTP hydrolysis, GDP FP detection; inhibition, % at 16.5 µM; 360,000 compounds, 0.26% hits; AID 651572, 2012;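 active = inhibition above a per-plate limit, mean inhibition of low control wells plus 3 SD, cut at about 25% in these data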;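 note: 0% = DMSO wells with enzyme and 100% = wells lacking Arfgap1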
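material = rat Arfgap1 catalytic domain, aa 1-136 | also added = human ARF1(Δ1-17)-GTP substrate | compound dosing = one concentration, 16.5 µM, DMSO 1.26% | times = GTP hydrolysis reaction 2 h at 25 °C | measured by = FP, GDP Alexa 633 tracer displaced from anti-GDP antibody, 620/688 nm | evaluation = percent inhibition of Arfgap1-stimulated GTP hydrolysis | replication = single well per compound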
Tn7 DDE FP: inhibitors of Tn7 peptide binding to fibrin DD(E), primary screen, biochemical, fluorescence polarization, human fibrin, Tn7 probe | Fibrinogen beta chain (Homo sapiens), P02675 | inhibition, % at 8.3 µM | FP displacement of FITC-Tn7 peptide from fibrin DD(E); 0% = median of compound wells per plate | AID 720508, 2013 | 370,000 compounds, 0.13% hits;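 active = inhibition above the mean of compounds falling within the control limits plus 3 SD of them, cut at about 14% in these data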;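 note: 0% = plate median of compound wells and 100% = 10 µM Aha-Tn7 peptide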
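Test system – human fibrin DD(E) · Times – 10 min preincubation, 3 h with tracer, room temperature · Detection – fluorescence polarization of the labelled Tn7 tracer · Measure – percent inhibition normalized to high-control wells · Benchmarks – high control wells with 10 µM unlabelled Aha-Tn7 peptide (full inhibition) · Repeats – singlicate testing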
DDE Tn6 FP inh: inhibitors of Tn6 peptide binding to fibrin DD(E), primary screen, biochemical, fluorescence polarization, human fibrin, Tn6 probe; Fibrinogen beta chain (Homo sapiens), P02675; Fibrin DD(E) TRITC-Tn6 fluorescence polarization displacement; inhibition, % at 8.3 µM; 370,000 compounds, 0.21% hits;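 active = inhibition above a per-campaign cutoff: mean of compounds within control limits plus 3 SD, cut at about 15% in these data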;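 note: 0% = median of all compound wells on the plate and 100% = blocking peptide control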
SIAE primary: human SIAE inhibitors, primary screen, biochemical, fluorescence polarization, FP-Rh probe, 1536-well HTS; 370,000 compounds, 0.69% hits; Sialate O-acetylesterase (Homo sapiens), Q9HAT2; SIAE FP-Rh probe binding; inhibition, % at 9.66 µM;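 active = inhibition above a cutoff: mean of compounds within the control limits plus 3 SD of those, cut at about 17% in these data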;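 note: 0% = plate median of compound wells and 100% = probe without SIAE protein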
Target sequence (Q9HAT2 whole entry, looked up): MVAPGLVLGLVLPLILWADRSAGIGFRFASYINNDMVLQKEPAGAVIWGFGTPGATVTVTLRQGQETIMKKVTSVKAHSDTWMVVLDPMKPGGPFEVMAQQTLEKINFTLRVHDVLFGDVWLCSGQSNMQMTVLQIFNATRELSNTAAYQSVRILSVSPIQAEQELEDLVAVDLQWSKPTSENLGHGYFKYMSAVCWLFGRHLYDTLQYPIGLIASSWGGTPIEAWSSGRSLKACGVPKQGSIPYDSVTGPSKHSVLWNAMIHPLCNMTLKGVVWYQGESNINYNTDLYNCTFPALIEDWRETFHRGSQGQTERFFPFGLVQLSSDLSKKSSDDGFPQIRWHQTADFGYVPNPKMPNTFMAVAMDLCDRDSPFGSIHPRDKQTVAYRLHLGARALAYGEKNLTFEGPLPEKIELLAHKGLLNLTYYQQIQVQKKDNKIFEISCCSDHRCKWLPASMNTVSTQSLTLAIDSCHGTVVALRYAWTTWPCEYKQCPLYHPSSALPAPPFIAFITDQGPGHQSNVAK
ASAP1 inh: inhibitors of human ASAP1 ArfGAP activity, primary screen, biochemical, fluorescence polarization. ASAP1-stimulated ARF1 GTP hydrolysis, GDP FP detection. inhibition, % at 16.5 µM. Arf-GAP with SH3 domain, ANK repeat and PH domain-containing protein 1 (Homo sapiens), …. 360,000 compounds, 0.19% hits; in the data active = inhibition above about 25%;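 note: 0% = vehicle with enzyme and substrate and 100% = no enzyme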
ADAM17 inh: ADAM17 inhibitors, primary screen, biochemical, QFRET. 370,000 compounds, 0.83% hits. inhibition, % at 6.95 µM. recombinant ADAM17, EDANS/DABCYL FRET peptide cleavage. Disintegrin and metalloproteinase domain-containing protein 17 (Homo sapiens), P78536;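 active = inhibition above the mean of compounds lying between control limits plus 3 SD, set per campaign, cut at about 8.5% in these data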;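 note: 0% = DMSO-only wells as the low control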
Target sequence (P78536 215-824 limits assumed): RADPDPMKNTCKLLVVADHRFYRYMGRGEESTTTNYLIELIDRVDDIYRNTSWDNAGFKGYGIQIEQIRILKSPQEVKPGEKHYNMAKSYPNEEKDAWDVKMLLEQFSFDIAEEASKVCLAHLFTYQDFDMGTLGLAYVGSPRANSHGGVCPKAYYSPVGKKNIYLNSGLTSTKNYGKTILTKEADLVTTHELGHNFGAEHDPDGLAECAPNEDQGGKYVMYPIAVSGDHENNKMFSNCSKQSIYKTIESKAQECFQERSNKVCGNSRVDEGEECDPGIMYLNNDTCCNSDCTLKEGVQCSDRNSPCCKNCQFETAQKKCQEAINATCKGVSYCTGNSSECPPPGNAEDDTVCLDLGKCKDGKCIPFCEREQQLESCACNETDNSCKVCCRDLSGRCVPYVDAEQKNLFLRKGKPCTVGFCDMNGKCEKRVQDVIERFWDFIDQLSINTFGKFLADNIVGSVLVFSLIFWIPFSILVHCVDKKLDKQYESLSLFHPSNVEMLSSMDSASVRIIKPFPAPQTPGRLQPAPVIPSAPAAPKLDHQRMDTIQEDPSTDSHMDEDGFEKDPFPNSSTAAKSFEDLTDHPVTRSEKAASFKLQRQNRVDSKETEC
PLC-beta3 inh: human PLC-beta3 inhibitors, primary screen, biochemical, fluorescence; 1-phosphatidylinositol 4,5-bisphosphate phosphodiesterase beta-3 (Homo sapiens), Q01970; Purified PLC-beta3, fluorogenic substrate; inhibition, % at 12.2 µM; 370,000 compounds, 0.18% hits; in the data active = inhibition above about 11%;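 note: 0% = median of compound wells on plate and 100% = full blocker control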
* hit, by the source's call.

The opening 2 records (preview)
How did CC1(C(=O)NCc2ccc(C(F)(F)F)cc2)CCN1C1Cc2ccccc2C1 (configuration not stated) do in these assays?
ADAM10 inh: 4; PLC-gamma1 inh: -2; TDP2 absorb: -2; ARFGAP1 inhibitor: -20; Tn7 DDE FP: 10; DDE Tn6 FP inh: 6; SIAE primary: 4; ASAP1 inh: 7; ADAM17 inh: -1; PLC-beta3 inh: -1

How did CCCNC(=O)CS(=O)(=O)Cc1nc(-c2ccccc2C)oc1C do in these assays?
ADAM10 inh: -14; PLC-gamma1 inh: 1; TDP2 absorb: -4; ARFGAP1 inhibitor: -6; Tn7 DDE FP: -3; DDE Tn6 FP inh: -1; SIAE primary: 3; ASAP1 inh: 2; ADAM17 inh: -3; PLC-beta3 inh: -3

The whole of this part, from the start:
How did CC1(C(=O)NCc2ccc(C(F)(F)F)cc2)CCN1C1Cc2ccccc2C1 (configuration not stated) do in these assays?
ADAM10 inh: 4; PLC-gamma1 inh: -2; TDP2 absorb: -2; ARFGAP1 inhibitor: -20; Tn7 DDE FP: 10; DDE Tn6 FP inh: 6; SIAE primary: 4; ASAP1 inh: 7; ADAM17 inh: -1; PLC-beta3 inh: -1

How did CCCNC(=O)CS(=O)(=O)Cc1nc(-c2ccccc2C)oc1C do in these assays?
ADAM10 inh: -14; PLC-gamma1 inh: 1; TDP2 absorb: -4; ARFGAP1 inhibitor: -6; Tn7 DDE FP: -3; DDE Tn6 FP inh: -1; SIAE primary: 3; ASAP1 inh: 2; ADAM17 inh: -3; PLC-beta3 inh: -3

How did O=C(NCc1ccncc1)C(=O)NCC1OCCCN1S(=O)(=O)c1ccccc1 (configuration not stated) do in these assays?
ADAM10 inh: -1; PLC-gamma1 inh: -2; TDP2 absorb: 1; ARFGAP1 inhibitor: 7; Tn7 DDE FP: -6; DDE Tn6 FP inh: -2; SIAE primary: 4; ASAP1 inh: 7; ADAM17 inh: 3; PLC-beta3 inh: 2

How did Cc1nc2ccc(C(=O)N3CCN(c4ccccc4)CC3)cn2c1N(C)C(=O)CCc1ccccc1 do in these assays?
ADAM10 inh: -13; PLC-gamma1 inh: -1; TDP2 absorb: -4; ARFGAP1 inhibitor: -7; Tn7 DDE FP: 2; DDE Tn6 FP inh: -1; SIAE primary: 10; ASAP1 inh: -9; ADAM17 inh: -5; PLC-beta3 inh: 0

Results for CCc1ccc(C2CC(=O)N(c3ccc(F)cc3)C3=C2C(=O)OC3)cc1 (configuration not stated) ?
ADAM10 inh: -6; PLC-gamma1 inh: 3; TDP2 absorb: -18; ARFGAP1 inhibitor: -7; Tn7 DDE FP: 2; DDE Tn6 FP inh: 6; SIAE primary: 1; ASAP1 inh: 3; ADAM17 inh: 0; PLC-beta3 inh: 1

Results for CSCCC(NC(=O)c1ccccc1)C(=O)NCCCSc1ccccc1 (configuration not stated) ?
ADAM10 inh: -6; PLC-gamma1 inh: 1; TDP2 absorb: -3; ARFGAP1 inhibitor: -18; Tn7 DDE FP: -4; DDE Tn6 FP inh: 0; SIAE primary: 2; ASAP1 inh: 6; ADAM17 inh: 3; PLC-beta3 inh: -6

How did O=C(CSc1ncnc2c1nnn2-c1ccc(F)cc1)NCC1CCCO1 (configuration not stated) do in these assays?
ADAM10 inh: 3; PLC-gamma1 inh: 0; TDP2 absorb: 3; ARFGAP1 inhibitor: -3; Tn7 DDE FP: 1; DDE Tn6 FP inh: 0; SIAE primary: -5; ASAP1 inh: 10; ADAM17 inh: -2; PLC-beta3 inh: -4

What do the screens show for `Cc1ccc(CN2CCN(C/C(Cl)=C/c3ccccc3)CC2CCO)o1` (configuration not stated)?
ADAM10 inh: -9; PLC-gamma1 inh: -1; TDP2 absorb: 4; ARFGAP1 inhibitor: -7; Tn7 DDE FP: 7; DDE Tn6 FP inh: 6; SIAE primary: 2; ASAP1 inh: -9; ADAM17 inh: -7; PLC-beta3 inh: -1

How did Cc1sc(NC(=O)CN2C(=O)NC3(CCCC3)C2=O)nc1-c1ccc(F)cc1 do in these assays?
ADAM10 inh: -5; PLC-gamma1 inh: 9; TDP2 absorb: 1; ARFGAP1 inhibitor: 8; Tn7 DDE FP: 0; DDE Tn6 FP inh: -2; SIAE primary: -1; ASAP1 inh: -4; ADAM17 inh: 5; PLC-beta3 inh: -5

What do the screens show for `Cc1ccc(C(=O)N/C(=C\c2cccs2)C(=O)NCC2CCCO2)cc1C` (configuration not stated)?
ADAM10 inh: -1; PLC-gamma1 inh: 0; TDP2 absorb: -10; ARFGAP1 inhibitor: 3; Tn7 DDE FP: 4; DDE Tn6 FP inh: 5; SIAE primary: -2; ASAP1 inh: -4; ADAM17 inh: -2; PLC-beta3 inh: 3

Results for CC(NC(=O)c1ccccc1Br)c1nnc(SCC(=O)NC2CCCCC2)n1C (configuration not stated) ?
ADAM10 inh: -6; PLC-gamma1 inh: -1; TDP2 absorb: -9; ARFGAP1 inhibitor: 2; Tn7 DDE FP: -1; DDE Tn6 FP inh: 2; SIAE primary: -1; ASAP1 inh: 5; ADAM17 inh: -4; PLC-beta3 inh: -8

How did CCN(CC)c1ccc(NC(=O)CN2CCN(S(=O)(=O)c3cc(Cl)ccc3OC)CC2)cc1 do in these assays?
ADAM10 inh: 8; PLC-gamma1 inh: 1; TDP2 absorb: -10; ARFGAP1 inhibitor: -2; Tn7 DDE FP: 0; DDE Tn6 FP inh: -2; SIAE primary: 4; ASAP1 inh: 1; ADAM17 inh: 5; PLC-beta3 inh: 2

What do the screens show for `CC(C)NC(=O)c1ccccc1NC(=O)c1ccccc1N(C)S(C)(=O)=O`?
ADAM10 inh: 3; PLC-gamma1 inh: 4; TDP2 absorb: -3; ARFGAP1 inhibitor: 3; Tn7 DDE FP: -1; DDE Tn6 FP inh: -1; SIAE primary: 1; ASAP1 inh: -4; ADAM17 inh: -2; PLC-beta3 inh: 1

Results for Fc1ccccc1-c1nnc2n1N=C(c1ccc(OC(F)F)c(OCC3CC3)c1)CS2 ?
ADAM10 inh: 4; PLC-gamma1 inh: 4; TDP2 absorb: 3; ARFGAP1 inhibitor: 2; Tn7 DDE FP: 2; DDE Tn6 FP inh: -2; SIAE primary: -4; ASAP1 inh: -4; ADAM17 inh: 1; PLC-beta3 inh: 2

How did COc1ccc(C2CC(=O)Nc3ccccc3S2(=O)=O)cc1OC (configuration not stated) do in these assays?
ADAM10 inh: -4; PLC-gamma1 inh: -6; TDP2 absorb: 5; ARFGAP1 inhibitor: 4; Tn7 DDE FP: 6; DDE Tn6 FP inh: -3; SIAE primary: 18*; ASAP1 inh: -4; ADAM17 inh: -8; PLC-beta3 inh: -9

What do the screens show for `CCN(CC)C(=O)[C@H]1CC(CC(=O)NCc2cccc(C(F)(F)F)c2)C(=O)N2CCc3c([nH]c4ccccc34)[C@]12C` (some centres not stated)?
ADAM10 inh: -1; PLC-gamma1 inh: 0; TDP2 absorb: 3; ARFGAP1 inhibitor: 6; Tn7 DDE FP: 2; DDE Tn6 FP inh: 10; SIAE primary: 1; ASAP1 inh: -6; ADAM17 inh: 1; PLC-beta3 inh: -2

Results for CCOC(=O)N1CCN(Cc2nc(-c3ccc(C)cc3)no2)CC1 ?
ADAM10 inh: 4; PLC-gamma1 inh: -3; TDP2 absorb: -11; ARFGAP1 inhibitor: 4; Tn7 DDE FP: 16*; DDE Tn6 FP inh: -1; SIAE primary: -5; ASAP1 inh: -4; ADAM17 inh: -7; PLC-beta3 inh: 0

Results for COc1ccccc1C(OC(=O)c1ccco1)C(=O)NC(C)(C)C (configuration not stated) ?
ADAM10 inh: -4; PLC-gamma1 inh: 1; TDP2 absorb: 1; ARFGAP1 inhibitor: 1; Tn7 DDE FP: -6; DDE Tn6 FP inh: -1; SIAE primary: 3; ASAP1 inh: 1; ADAM17 inh: -4; PLC-beta3 inh: 4

Results for COC(=O)CCCC(=O)NC1CCCN(C2Cc3ccccc3C2)C1 (configuration not stated) ?
ADAM10 inh: -4; PLC-gamma1 inh: -1; TDP2 absorb: 2; ARFGAP1 inhibitor: -4; Tn7 DDE FP: -4; DDE Tn6 FP inh: 4; SIAE primary: 1; ASAP1 inh: -1; ADAM17 inh: -2; PLC-beta3 inh: -1

What do the screens show for `S=C(NCc1ccc2c(c1)OCO2)Nc1ccc(-c2nc3ccccc3[nH]2)cc1`?
ADAM10 inh: -20; PLC-gamma1 inh: -2; TDP2 absorb: -4; ARFGAP1 inhibitor: 11; Tn7 DDE FP: -2; DDE Tn6 FP inh: 14; SIAE primary: -49; ASAP1 inh: 11; ADAM17 inh: 0; PLC-beta3 inh: -5

What do the screens show for `O=C(Nc1ccccc1)OCC1CCCO1` (configuration not stated)?
ADAM10 inh: -3; PLC-gamma1 inh: -1; TDP2 absorb: 9; ARFGAP1 inhibitor: 4; Tn7 DDE FP: 2; DDE Tn6 FP inh: 1; SIAE primary: 6; ASAP1 inh: 2; ADAM17 inh: -3; PLC-beta3 inh: -8

What do the screens show for `COc1cccc(N2CCN(C3CC(=O)N(c4ccc(F)c(Cl)c4)C3=O)CC2)c1` (configuration not stated)?
ADAM10 inh: 2; PLC-gamma1 inh: 3; TDP2 absorb: -6; ARFGAP1 inhibitor: 12; Tn7 DDE FP: -3; DDE Tn6 FP inh: 8; SIAE primary: 1; ASAP1 inh: -6; ADAM17 inh: 1; PLC-beta3 inh: 1

How did CC(=O)Nc1ccc(S(=O)(=O)NCC(=O)Nc2ccc3c(c2)OCO3)cc1 do in these assays?
ADAM10 inh: -1; PLC-gamma1 inh: 4; TDP2 absorb: -3; ARFGAP1 inhibitor: 2; Tn7 DDE FP: -1; DDE Tn6 FP inh: 4; SIAE primary: 2; ASAP1 inh: -11; ADAM17 inh: 5; PLC-beta3 inh: 4

High-throughput results from PubChem BioAssay.
